KCNH2 WT inh: inhibitors of human wildtype KCNH2 potassium channel; 0.37% of 340,000 active; U2OS, BacMam KCNH2, thallium flux FluxOr; stronger effect = lower value; Q12809; AID 720551; activity change, % at 1.84 µM;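 active means maximum activity change below -70%; inconclusive means maximum activity change between -70% and -50%; inactive means maximum activity change above -50%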; further: on the % scale 0 is the no-effect control and ±100 the full control effect
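U2OS cells transduced with wild-type KCNH2 virus are loaded with FluxOr dye for 45 min, and thallium flux is measured in kinetic reads before and after stimulation buffer. Rate constants are normalized to DMSO controls.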
KCNH2 3.1 block: KCNH2 3.1 (human) potassium channel inhibition | U2OS KCNH2 3.1, thallium flux FluxOr; stronger effect = lower value | activity change, % (tested at about 1.8 µM) | 0.95% of 340,000 active | AID 720553;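 active means maximum activity change below -70%; inconclusive means maximum activity change from -70% to -50%; inactive means maximum activity change above -50%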;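 further: thallium influx rate constant from kinetic fluorescence after stimulation buffer; on the % scale 0 is the no-effect control and ±100 the full control effect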
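Thallium flux via FluxOr fluorescence (Red40 quencher, 45 min loading) in U2OS cells virally expressing the KCNH2 3.1 isoform (1.77 x 10^8 /mL virus, overnight at 37 C). Rate constants from 2-min kinetic reads post-stimulation, normalised to positive and negative controls.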
Eya2 inh: inhibitors of human Eya2 phosphatase activity. O00167. recombinant Eya2, OMFP fluorescence dephosphorylation (OMFP is methylfluorescein phosphate). Potency, µM (doses to about 76.9 µM), for inactives: top-dose activity, negative = inhibition, most hits filed as inhibitors. 0.006% of 330,000 active. AID 488837; further: potency means the concentration at half of the fitted maximal effect; on the % scale 0 is the no-effect control and ±100 the full control effect
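Eya2 protein (added as 0.2 uM solution) was preincubated with compound for 10 min at ambient temperature in 50 mM HEPES pH 7.5, 50 mM NaCl, 5 uM MgCl2, 0.05% BSA, 1 mM DTT. OMFP (added at 50 uM) then reacted 10 min; fluorescence read at 485/525 nm.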
TSHR antagonist: antagonists of human thyroid stimulating hormone receptor. TSHR-expressing cells, TSH-stimulated cAMP HTRF, 2 h; stronger effect = lower value. 0.2% of 330,000 active. activity change, negative = inhibition, % at 11.5 µM. P16473;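 active means activity change below a set negative limit, meaning inhibition stronger than a set level, cut at about -70% in these data; inconclusive means activity change between two set negative limits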; further: on the % scale 0 is the no-effect control and ±100 the full control effect
Target sequence (P16473 whole entry, looked up): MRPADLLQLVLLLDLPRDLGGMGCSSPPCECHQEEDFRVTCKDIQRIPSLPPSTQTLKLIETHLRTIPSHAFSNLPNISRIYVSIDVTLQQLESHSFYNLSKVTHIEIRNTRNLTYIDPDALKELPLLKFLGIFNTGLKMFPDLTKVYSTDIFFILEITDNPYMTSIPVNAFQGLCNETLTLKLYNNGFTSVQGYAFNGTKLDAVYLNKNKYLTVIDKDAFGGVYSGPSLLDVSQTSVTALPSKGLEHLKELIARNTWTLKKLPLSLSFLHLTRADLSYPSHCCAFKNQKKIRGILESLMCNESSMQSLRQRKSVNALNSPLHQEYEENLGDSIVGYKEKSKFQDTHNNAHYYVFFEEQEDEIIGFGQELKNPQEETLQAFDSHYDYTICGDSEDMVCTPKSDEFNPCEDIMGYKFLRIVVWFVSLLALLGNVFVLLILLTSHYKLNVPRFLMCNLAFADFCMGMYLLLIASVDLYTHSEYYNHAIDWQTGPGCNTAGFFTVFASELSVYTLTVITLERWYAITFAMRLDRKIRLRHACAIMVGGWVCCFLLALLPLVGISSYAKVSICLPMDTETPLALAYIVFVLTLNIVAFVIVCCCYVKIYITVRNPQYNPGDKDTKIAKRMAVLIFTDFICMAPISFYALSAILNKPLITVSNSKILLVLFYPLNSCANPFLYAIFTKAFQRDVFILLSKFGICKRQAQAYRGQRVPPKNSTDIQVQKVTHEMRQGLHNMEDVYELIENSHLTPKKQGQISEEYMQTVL
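Read-out is FRET at 665 nm (cryptate excitation 337 nm) from a cryptate-tagged anti-cAMP antibody, competed by cell cAMP against cAMP-d2. Compounds are tested on freshly harvested TSHR cells challenged with 4nM TSH (EC80) for 2 hours at 37 deg C.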
ELG1 DNA repair: inhibitors of ELG1-dependent DNA repair in HEK293T cells; HEK293T ELG1-luciferase reporter, luminescence, 16 h; DNA damage induced by 5-fluorouridine; Potency, µM (doses to about 46.1 µM), for inactives: at the top dose activity change, negative = inhibition, most hits filed as inhibitors; 2.3% of 330,000 active; AID 504467; further: potency means the concentration at half of the fitted maximal effect; on the % scale 0 is the no-effect control and ±100 the full control effect; nearly all actives have a fitted effect of over 55% in size
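Reporter activity after DNA damage by 5-fluorouridine is monitored. Compound-treated cells incubate 16 hr at 37 °C, then ONE-Glo is added for 30 min before luminescence reading.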
TCR act: T cell receptor activation. primary human leukocytes, anti-CD3, IL-2 HTRF, 48 h. Potency, µM (highest dose often 9.22 µM), for inactives: at the highest dose activation of IL-2 secretion, actives largely listed as activators. 330,000 tested, under 10 active; further: % of control where 0% means no effect
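TCR engagement came from a-CD3 beads alone, with compounds added to primary human leukocytes for 48 hr. Secreted IL-2 bridged europium cryptate- and d2-labelled anti-IL-2 antibodies, giving FRET emission at 665nm after 320nm excitation.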
A-T KAP1 phos: potential ataxia-telangiectasia treatment. […] A-T fibroblasts, KAP-1 phosphorylation AlphaLISA; neocarzinostatin DNA damage 30 min before lysis. 0.19% of 320,000 active. Potency, µM (top dose mostly 57.5 µM), for the others: at the top dose activation, hits mostly activators. AID 485349; further: potency means the concentration at half of the fitted maximal effect; % of control where 0% means no effect; nearly all actives have a fitted effect of over 45% in size
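hTERT-immortalized A-T patient fibroblasts ([…]), 500 cells/well in OPTI-MEM, 1% FBS, got compounds for 60 min, then NCS for 30 min at 37C. Lysates were then assayed for phospho-KAP-1 by AlphaLISA (anti-pKAP1 donor, anti-KAP1 acceptor beads), 6 hr at 25C.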
Mito fusion yeast: mitochondrial division inhibition or fusion activation. S. cerevisiae fusion-defective mutant growth rescue, CellTiterGlo 48 h. Potency, µM (series often up to 46.1 µM), for the others: at the highest dose growth rescue (activation), actives largely listed as activators. 0.23% of 320,000 active. AID 485298;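 further: potency means the concentration at half of the fitted maximal effect; % of control where 0% means no effect; nearly all actives have a fitted effect of over 45% in size; temperature-sensitive fusion mutants such as fzo1-1 at 37 °C on non-fermentable ethanol glycerol medium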
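Yeast fusion mutant, YPEG (non-fermentable carbon), compound, 48 h at 37C non-permissive; CellTiterGlo added, 10 min RT, luminescence read. Rescued growth = division inhibition.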
TRPV1 agonist: activates the human vanilloid receptor TRPV1; Q8NER1; TRPV1-expressing cells, Fluo-8 calcium influx, agonist mode; activation, % at 8.33 µM; 0.19% of 320,000 active; AID 540275; in the data active means activation above about 80%; inconclusive means between about 30% and that limit; further: 0% is about no effect
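TRPV1-expressing cells were cultured overnight at 35.5C and loaded with Fluo-8 calcium dye for 40 to 90 min at room temperature. After a 10 s baseline, compound was added and calcium influx was read kinetically for 3 min (ex 480/em 520 nm).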
USP2a block: inhibitors of human ubiquitin-specific protease USP2a | O75604 | USP2 core, Ub-CHOP2 coupled fluorogenic reporter, 485/531 | Potency, µM (top dose mostly 38.3 µM), for inactives: at the highest dose activity change, negative = inhibition, hits mostly inhibitors | 0.01% of 330,000 active | AID 463254;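 further: potency means the concentration at half of the fitted maximal effect; plate controls were DMSO wells for no effect and full inhibition by NEM control for full effect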
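Cell-free coupled assay: 10nM USP2 core preincubated 30min RT with compound in Tris-HCl pH 8.0/CaCl2/CHAPS buffer, then 25nM Ub-CHOP2 and 25nM reporter substrate; fluorescence (Ex 485/Em 531) read after 60min RT, normalized to NEM inhibition, concentration-response curves fitted.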
* marks the source's active call; other numbers are inactive results; ? = inconclusive; nt = not tested or not shown; [ ] = dose if it differs, or a comment. Unless noted, the call rests on the fitted dose curve; in most records, active means well fitted curve in the direction sought with a large enough effect; inconclusive means small, poorly fitted or top-dose-only effect, or another doubt; inactive means no such curve, though single readings can be large; an effect the other way counts as inactive or inconclusive. These rows are one share of the data (hit frequency here may not be typical).

SMILES	KCNH2 WT inh	KCNH2 3.1 block	Eya2 inh	TSHR antagonist	ELG1 DNA repair	TCR act	A-T KAP1 phos	Mito fusion yeast	TRPV1 agonist	USP2a block
Cc1ccccc1-n1nc(-c2ccc(N)cc2)cc1N	0.1	nt	16.4%	8.5	19.7%	-4.4%	-0.7%	-3.1%	-2.3	0.2%
COc1ccc(OCCOC(=O)CN2C(=O)NC3(CCCC3)C2=O)cc1	-1.8	3.3	4.7%	27.6	12.1%	-14.2%	3.4%	3.9%	-1.5	2.0%
Cc1cccc(SC2CCN(Cc3nc(CC4CC4)no3)CC2)c1	-6.1	4.2	0.1%	-22.2	?	-16.6%	2.1%	-1.2%	20.0	7.0%
O=S(=O)(Cc1ccccc1Cl)CC(O)COc1ccccc1Cl (stereo not drawn)	-5.0	8.1	-2.1%	-2.2	-16.7%	-2.3%	0.8%	7.2%	9.9	-1.2%
CN(C)CCOc1ncnc2c1oc1ccccc12	-10.3	-6.1	-21.9%	5.3	5.7%	0.9%	-0.5%	-1.1%	0.7	0.5%
O=C(COC(=O)c1ccc(F)cc1F)NCCNC(=O)COC(=O)c1ccc(F)cc1F	-4.3	0.2	5.5%	-13.8	-12.8%	-1.8%	11.1%	1.4%	-2.1	-1.2%
O=C(CN1C(=O)NC2(CCCC2)C1=O)OCCOc1ccc(Br)cc1	-3.3	-1.7	0.8%	-12.6	-1.1%	nt	7.3%	-5.1%	-3.6	0.2%
CC(C)(C)c1ccc(-c2noc(C(=O)NN)n2)cc1	2.4	-0.6	-15.8%	-5.2	?	0.1%	10.7%	-4.0%	26.5	3.0%
Cc1ccc(OCc2n[nH]c(=S)n2-c2ccccc2)cc1	-14.7	-4.2	-10.6%	-11.9	3.1%	-1.3%	1.5%	5.0%	4.2	1.6%
Cc1ccc(C)c(OCC(=O)NNC(=O)CSC(=S)N2CCCC2)c1	0.7	-12.1	18.2%	-0.6	18.6%	-5.0%	1.3%	-4.7%	1.2	0.6%
CC(C)(C#CC(O)(c1ccccc1)c1ccccc1)N1CCCCC1	0.5	-5.0	-4.3%	61.5	?	0.0%	18.7%	-2.7%	12.4	2.3%
CCn1nc(C(=O)Nc2ccccc2N2CCCC2)c2ccccc2c1=O	-0.2	-5.4	-36.6%	-23.9	?	12.5%	3.4%	28.8%	10.7	-1.1%
O=C(N1CCOCC1)N1CCN(S(=O)(=O)N2CCCCC2)CC1	23.4	-2.0	-18.2%	-5.8	10.8%	-4.9%	-4.3%	3.6%	0.3	-2.6%
COc1cccc(NC(=O)C(c2ccccc2)N2CCN(CC(=O)N3CCOCC3)CC2)c1 (stereo not drawn)	-10.6	16.7	17.3%	7.5	6.8%	-1.0%	1.8%	-4.1%	1.3	2.8%
CC(Oc1ccccc1)C(=O)NC1CCSc2ccccc21 (stereo not drawn)	-11.0	-11.3	-15.7%	-2.4	11.1%	-0.2%	0.5%	5.2%	2.9	-0.7%

Further results
SMILES	KCNH2 WT inh	KCNH2 3.1 block	Eya2 inh	TSHR antagonist	ELG1 DNA repair	TCR act	A-T KAP1 phos	Mito fusion yeast	TRPV1 agonist	USP2a block
CC(=O)c1ccc(-c2ccc(C(=O)N3CCCc4ccccc43)o2)cc1	-1.3	-4.2	-7.5%	-9.2	?	-1.5%	22.4%	?	?	-0.9%
CCN1CCN(Cc2c(O)ccc3c(=O)c(-c4ccccc4OC)coc23)CC1	-9.5	4.5	-2.5%	0.8	10.7%	nt	1.2%	-2.4%	1.7	-1.1%
CC(=O)Nc1cccc(O)c1	6.0	1.7	-18.8%	-4.1	1.7%	-1.6%	-2.9%	-3.7%	1.7	1.4%
Cc1c(C(=O)O)sc(S(=O)(=O)N2CCN(C(=O)CCc3ccccc3)CC2)c1C(=O)O	-4.8	4.8	-16.3%	2.0	20.0%	-3.5%	0.4%	1.7%	-2.9	0.2%
O=Cc1ccccc1-n1cncn1	-10.9	-14.9	-3.7%	-5.1	8.9%	2.3%	-3.5%	-0.3%	1.0	3.7%
CSc1sc(C(=O)O)c(C)c1C(C)=O	3.3	3.4	-1.4%	-2.6	3.1%	2.1%	-3.2%	-6.3%	4.4	-1.3%
CC(=O)c1cccc(OCC(O)CNCC2COc3ccccc3O2)c1 (stereo not drawn)	-4.8	8.0	3.4%	6.0	?	0.6%	50.1µM*	nt	6.0	-5.8%
CCS(=O)(=O)N1CCN(c2ccc([N+](=O)[O-])c(NCc3cccnc3)c2)CC1	-0.2	36.2	-3.1%	-10.5	-5.1%	-2.1%	-2.9%	2.2%	0.0	-7.2%
COc1ccc(NC(=O)N(C)C[C@H]2Oc3c(NC(=O)C4CCCCC4)cccc3C(=O)N([C@H](C)CO)C[C@@H]2C)cc1	2.3	3.7	-1.1%	-8.1	2.2%	-10.8%	-1.5%	nt	nt	2.0%
CCCCN(C(=O)c1cccc(S(=O)(=O)N2CCCCC2)c1)C1CCS(=O)(=O)C1 (stereo not drawn)	-2.0	6.0	0.4%	13.1	17.3%	-8.4%	-4.2%	5.3%	5.4	-1.9%
Cn1c(CNc2nc3ccccc3n2C)nc2ccccc21	1.0	-7.5	0.0%	12.0	?	-0.8%	2.9%	6.0%	2.7	-1.3%
COc1ccc([N+](=O)[O-])cc1NC(=O)CN(C)S(=O)(=O)c1ccccc1	-1.3	14.6	-1.8%	-11.3	-4.4%	-0.8%	-0.1%	-15.5%	13.2	2.6%
Cc1ccccc1Cn1nnc(-c2ccc(F)cc2)n1	-2.8	1.9	-3.7%	-12.0	?	-3.9%	2.2%	-15.0%	-0.3	-1.8%
COc1cccc(NC(=O)CCCN2C(=O)C3CC=CCC3C2=O)c1 (stereo not drawn)	12.2	-7.6	-19.0%	2.8	0.5%	0.7%	18.3%	0.9%	-0.8	-4.0%
CCOC(=O)c1ccc(-n2ncc(C(=O)OCC)c2N)cc1	-0.7	2.2	12.9%	4.6	5.2%	-3.4%	8.4%	4.0%	12.1	-1.8%

(continued)
SMILES	KCNH2 WT inh	KCNH2 3.1 block	Eya2 inh	TSHR antagonist	ELG1 DNA repair	TCR act	A-T KAP1 phos	Mito fusion yeast	TRPV1 agonist	USP2a block
O=C(COC(=O)c1ccc(S(=O)(=O)N2CCCCC2)cc1)Nc1ccccc1	6.5	-6.2	-10.9%	6.0	-2.3%	-9.9%	-22.0%	1.7%	0.3	1.1%
O=C(c1ccc2nc(N3CCCCC3)sc2c1)N1CCN(c2ccccn2)CC1	0.6	-6.5	2.4%	14.5	?	8.2%	2.3%	4.3%	-3.4	1.1%
CN(CCCN1CCOCC1)Cc1nc(-c2ccccc2)no1	-9.8	-5.2	2.1%	-10.7	13.4%	-0.6%	3.7%[11.5 µM]	3.0%	-0.9	3.4%
CCOc1ccc(OCc2cccc(C(=O)O)c2)cc1	-1.2	-6.8	8.9%	3.4	nt	3.8%	5.5%	3.8%	6.0	-0.3%
CN(Cc1nccs1)C(=O)c1ccc(OC2CCN(CCc3ccccc3)CC2)cc1	50.9	-23.4	-9.3%	-4.2	-18.6%	4.2%	4.1%	-2.7%	0.5	1.6%
C=CCN(c1ccccc1)S(=O)(=O)c1cccc(C(=O)N2CCN(c3ncccn3)CC2)c1	-9.5	9.1	-5.8%	-30.0	?	-1.1%	-2.9%	4.9%	-0.5	-0.4%
CC(=O)NCc1ccc2[nH]c(C)cc2c1	-6.9	-18.9	-2.4%	3.7	1.7%	0.5%	-2.5%	-1.9%	4.9	-0.9%
CC(=O)NC(CCS(C)(=O)=O)C(=O)Nc1ccc2c(c1)OCO2 (stereo not drawn)	1.5	-4.6	3.3%	7.1	2.1%	-4.6%	4.4%	-8.6%	-0.1	2.2%
Clc1ccc(-c2cnc(Oc3ccccc3)nc2)cc1	2.2	-1.1	?	-1.1	?	24.6%	3.4%	1.5%	?	1.9%
O=C(COc1ccccc1F)NC1CC1	-3.5	5.1	12.4%	14.3	13.5%	-11.2%	2.1%	0.4%	2.3	-1.9%
Cc1cc(/C=N/NC(N)=S)c(C)n1-c1ccc(Cl)c(Cl)c1	-5.9	-22.5	-7.9%	-15.7	?	2.5%[46.1 µM]	-1.0%	3.4%	1.2	5.0%
C[C@@H]1CCC(=O)N(CC[C@H](N=[N+]=[N-])c2ccccc2)CC1	-23.5	-4.0	2.1%	-9.6	8.0%	2.4%	10.4%	-1.8%	24.6	2.3%
O=S1(=O)[C@H]2C[C@@H]3C=C[C@]2(CN1Cc1ccc(C(F)(F)F)cc1)O3	2.1	9.8	-4.5%	-3.1	-4.0%	-109.4%	-18.9%	0.5%	1.1	0.5%

Bioassay records (PubChem BioAssay)
